From PubChem BioAssay
ERK EGF inh = qHTS Assay for Inhibitors of the ERK Signaling Pathway using a Homogeneous Screening Assay; Stimulation with EGF. HEK293-V1b, EGF-stimulated phospho-ERK AlphaScreen. Potency, µM (doses to about 11.5 µM), without a hit: top-dose activity change, negative = inhibition, usual class: inhibitors. 0.41% of 130,000 active. AID 1454, 2008; active = well fitted inhibition curve with a large enough effect; inconclusive = small, poorly fitted or top-dose-only effect, or effect the other way;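 also: plate controls were stimulated vehicle wells for no effect and unstimulated vehicle basal for full effect; nearly all actives have a fitted effect of over 55% in size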
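V1b-HEK293, 1% FBS o/n; cpd 30 min 37C; EGF 25 nM final, 5 min; lyse 10 min; AlphaScreen beads 5 h RT. Normalized DMSO basal vs EGF max; Hill AC50.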
* hit, by the source's call; ? = inconclusive; & = joins results of further samples; [ ] = another dose, or the depositor's remark. Potency is read from the fitted curve at half-maximal effect. These rows are one share of the data (hit frequency here may not be typical).

SMILES | ERK EGF inh
COc1ccccc1Nc1nccc(N(C)C)c1C#N | 16%
O=C(NC(=S)Nc1ccccc1N1CCCCC1)c1cccs1 | 2%
Cc1nc2scc(-c3ccc(C(C)C)cc3)c2c(=O)n1N | -1%
O=C(Cn1ccc([N+](=O)[O-])n1)Nc1nc2ccccc2s1 | 1%
COc1ccc(C(O)Cn2cc([N+](=O)[O-])nc2C)cc1 (stereo not drawn) | 1%[57.5 µM]
COc1ccccc1NC(=S)NC1CCCCC1 | 4%
Fc1cc(F)cc(NC(=S)N2CCC(c3ccccc3)C2)c1 (stereo not drawn) | -6%
CC(=O)c1ccc(NC(=O)c2cc(Cl)nc3ccccc23)cc1 | 10%
CCOC(=O)N1CCC(NCCNC(=O)c2ccco2)CC1 | 2%
Cc1c(NC(=O)COC(=O)c2cc(-c3ccc(-c4ccccc4)cc3)nc3ccccc23)c(=O)n(-c2ccccc2)n1C | -1%
Oc1[nH]c2ccccc2c1C1=NCCCC1 | -7%[57.5 µM]
CCOC(=O)c1c(C)[nH]c(C(=O)N/N=C\c2ccccc2Cl)c1C | ?
COc1cc(C(=O)NCC(=O)OC(C)C(=O)Nc2ncc(Cl)cc2Cl)cc(OC)c1OC (stereo not drawn) | 0%
CCN(CC)CCCNc1ncnc2ccccc12 | 14%
O=C(O)C1CCN(c2ccc(S(=O)(=O)N3CCOCC3)cc2[N+](=O)[O-])CC1 | 3%
Cc1nonc1OCC(C)(COc1nonc1C)NC(=O)c1ccc(Cl)cc1 | 8%
COC(=O)c1cnn2c(C(F)(F)F)cc(-c3ccccc3)nc12 | 2%
O=C(NCc1cccs1)C1CC(c2ccc(Cl)c(Cl)c2)=NO1 (stereo not drawn) | -9%
CO/N=C/C(C#N)=C/c1ccc(OC)c(OC)c1 | 8%
CCOc1ccc(NC(=S)Nc2ccc3nsnc3c2)cc1 | 7%

Quoted at random: five compounds from above
SMILES | ERK EGF inh
COC(=O)c1cnn2c(C(F)(F)F)cc(-c3ccccc3)nc12 | 2%
CCOc1ccc(NC(=S)Nc2ccc3nsnc3c2)cc1 | 7%
CCOC(=O)N1CCC(NCCNC(=O)c2ccco2)CC1 | 2%
COc1ccc(C(O)Cn2cc([N+](=O)[O-])nc2C)cc1 (stereo not drawn) | 1%[57.5 µM]
O=C(Cn1ccc([N+](=O)[O-])n1)Nc1nc2ccccc2s1 | 1%

Another view of part of the listing above:
SMILES	ERK EGF inh
CC(=O)c1ccc(NC(=O)c2cc(Cl)nc3ccccc23)cc1	10%
Cc1nonc1OCC(C)(COc1nonc1C)NC(=O)c1ccc(Cl)cc1	8%
Cc1nc2scc(-c3ccc(C(C)C)cc3)c2c(=O)n1N	-1%
COc1ccccc1Nc1nccc(N(C)C)c1C#N	16%

(next part)
SMILES | ERK EGF inh
Cc1ccc(S(=O)(=O)N2CCC(=O)N(CCOCc3ccccc3)CC2)cc1 | -3%
COC(=O)c1cc(=O)n2c(sc3ccccc32)c1C#N | -2%[57.5 µM]
CCCN(Cc1ccccc1)C(=S)Nc1ccc(SC(F)F)cc1 | 0%
C=CCC(=O)NC(C)c1cnn(-c2ccccc2C)c1C (stereo not drawn) | -4%
Cc1ccn2cc(CC(=O)O)nc2c1 | 2%
CC(=O)c1cccc(NC(=O)C(OC(=O)c2ccccc2NS(=O)(=O)c2cccs2)c2ccccc2)c1 (stereo not drawn) | -3%
CN(C)S(=O)(=O)N1CCCC(C(=O)c2ccc(-c3ccccc3)cc2)C1 (stereo not drawn) | -3%
CC(Nc1nc(N2CCNCC2)nc2ccccc12)c1ccccc1 (stereo not drawn) | 3%
COc1cc(C(=O)N2CCN(c3ccc(C)cc3C)CC2)cc(OC)c1OC | 0%
COCCN1CCC(CNCc2cn[nH]c2-c2ccc(C)c(C)c2)C1 (stereo not drawn) | -7%
Cc1ncc(CN2CCN(Cc3ccccc3)C(CCO)C2)s1 (stereo not drawn) | -11%
COc1ccc(-c2nnc(SCC(=O)N3c4ccccc4Sc4ccccc43)o2)cc1 | 5%
COc1ccc([N+](=O)[O-])cc1NC(=O)COC(=O)C1CC1 | -6%
Cc1ccc(NC(=S)N(CCCN2CCOCC2)Cc2ccco2)cc1C | -5%
CCCC(=O)Nc1ccc(C(=O)NN=C(C2CC2)C2CC2)cc1 | 14%
O=C(NCCn1cc(SCc2ccccc2F)c2ccccc21)c1c(F)cccc1F | -4%
CNS(=O)(=O)c1cnccc1N1CCN(C)CC1 | 6%
COc1ccc(NS(=O)(=O)c2cccc(C(=O)N/N=C/c3ccc(O)cc3)c2)cc1 | 4%
Cc1cccn2c(=O)c(/C=C(\C#N)C(=O)NC3CCS(=O)(=O)C3)c(N3CCC(C(N)=O)CC3)nc12 (stereo not drawn) | 12%
Cn1c(N)c(C(=O)c2ccc(Oc3ccccc3)cc2)c(=O)n(C)c1=O | 1%
COc1cc(NC(=O)c2ccccc2Cl)ccc1NC(=O)c1cccs1 | -6%
COc1c2ccccc2nc2occc12 | 21%
CC1=NN(c2ccc(C)cc2C)C(=O)C1C(c1cccc(O)c1)C1C(=O)N(c2ccc(C)cc2C)N=C1C (stereo not drawn) | 6%
CCOC(=O)N1CCN(C(=O)c2ccc(OC(C)=O)cc2)CC1 | 3%
CC1(C)CC(=O)/C(=C(\O)CCCN2C(=O)c3ccccc3C2=O)C(=NCC(=O)O)C1 | 4%
CNC(=O)COC(=O)c1cc2c(s1)CCCC2 | 4%
Cc1cccc(C)c1-n1c(C)cc(/C=N/NC(=O)CSc2ncccn2)c1C | 4%
COc1ccc(NC(=O)C2CCCN2S(=O)(=O)c2cccc3cccnc23)c(OC)c1 (stereo not drawn) | 0%
CCCCCCCC1(C)NC(=O)NC1=O (stereo not drawn) | -3%[57.5 µM]
CCOC(=O)C1CCCN(C(=O)c2csc(-c3ccc4c(c3)CCO4)n2)C1 (stereo not drawn) | -7%[57.5 µM]
OCC1(Cc2ccccc2)CCCN(Cc2ccn[nH]2)C1 (stereo not drawn) | 0%
COc1ccccc1CNC(=O)c1cc(-c2cccnc2)nc2ccccc12 | -5%
O=C(c1cccnc1Nc1ccccc1F)N1CCOCC1 | -6%
COc1cc(/C=C(\C#N)C(=O)NCC2CCCO2)ccc1O (stereo not drawn) | 0%
COc1ccc(C2c3c(noc3C)CC(C)(O)C2C(C)=O)cc1 (stereo not drawn) | 6%[57.5 µM]
COC(=O)Cn1c2ccccc2c2nc(=O)cc(C)n21 | ?
CC(C)CCC1(CCNC(C)c2cccs2)CCOC(C)(C)C1 (stereo not drawn) | ?
CS(=O)(=O)N(Cc1ccc(C(=O)N2CCc3ccccc3C2)cc1)c1ccccc1 | -10%
CCc1cccc(CC)c1NC(=S)Nc1ccc2cn[nH]c2c1 | 2%[57.5 µM]
O=C(N/N=C/C(c1ccccc1)c1ccccc1)c1ccccc1F | -4%
O=c1c2ccccc2nc(SCCN2CCCCC2)n1CCc1ccccc1 | -4%
CC1=NN(c2ccc(Cl)c(C(=O)O)c2)C(=O)/C1=C\c1ccc(-c2ccc(C(=O)O)cc2)o1 | -6%
CC1(C)CC(=O)C2=C(C1)Nc1ccccc1NC2c1cccs1 (stereo not drawn) | 16%
Cn1c(SCc2c(F)cccc2Cl)nc2c(c1=O)SCC2 | ?
CCOc1cccc(/C(O)=C2/C(=O)C(=O)N(CCN3CCOCC3)C2c2ccncc2)c1 (stereo not drawn) | -3%
O=c1c(Oc2ccccc2F)coc2cc(OCc3cnn(-c4ccccc4)c3)ccc12 | 6%
CCc1ccc(Nc2nnc(SCC(=O)Nc3ccc(C(=O)O)cc3)s2)cc1 | 2%[57.5 µM]
CC(C)(O)CNC(=O)Nc1ccc(Cl)c(Cl)c1 | 19%[57.5 µM]
Cc1ccc(C(=O)NCCN2C3=NC[C@@H](Cc4ccccc4)N3C[C@H]2Cc2ccc(O)cc2)cc1Br | -15%[57.5 µM]
O=C(/C=C/c1ccccc1O)c1ccc(Cl)cc1 | 40µM*
COc1ccc(C2=NN(C(=O)c3cccs3)C(c3ccccc3OC)C2)cc1OC (stereo not drawn) | -7%
O=C(NC1CC1)C1=C[C@@H](C2CCCCC2)C[C@@H](OCCCCO)O1 | 1%[57.5 µM]
COc1ccc(S(=O)(=O)N2CCCC(C(=O)NCc3ccc4c(c3)OCO4)C2)cc1 (stereo not drawn) | -8%[57.5 µM]
COc1ccc(C(CC(=O)N2CCN(c3ccccc3)CC2)c2c(O)cc(OC)cc2OC)cc1 (stereo not drawn) | 1%[57.5 µM]
COc1ccc(/C=N/Nc2nnc(Cc3ccccc3)c(=O)[nH]2)cc1OC | 5%[57.5 µM]
CCCNC(=O)C(=O)NCc1ccccn1 | 1%
COc1ccc2cc3cc(C(=O)NCCCN4CCc5ccccc5C4)sc3nc2c1 | 10%
O=C(CBr)N1CCc2ccccc2C(c2ccccc2)C1 (stereo not drawn) | -2%[57.5 µM]
N=C1/C(=C\c2coc3ccc(O)cc3c2=O)C(=O)N=C2SC=CN12 | -2%[57.5 µM]
C=CCNC(=O)c1c(Cl)cnn1-c1ccc(C)cc1 | -3%[57.5 µM]

A stretch of the results above, for reference:
SMILES | ERK EGF inh
Cn1c(SCc2c(F)cccc2Cl)nc2c(c1=O)SCC2 | ?
CCOc1cccc(/C(O)=C2/C(=O)C(=O)N(CCN3CCOCC3)C2c2ccncc2)c1 (stereo not drawn) | -3%

Carrying on:
SMILES | ERK EGF inh
O=P(CCO)(c1ccccc1)c1ccccc1 | -11%
O=C1CCCN1CCCNC(=S)Nc1ccc(Cl)cc1Cl | -5%
CCc1ccccc1N(C(C)=O)c1nc(CN=C=S)cs1 | 2%
Cc1ccc2c(c1)N(CC(=O)N(Cc1ccccn1)Cc1ccco1)C(=O)C(C(C)C)O2 (stereo not drawn) | 8%
COC(=O)C1C(c2ccccc2)C(C(=O)OCc2ccco2)C1c1ccccc1 (stereo not drawn) | ?
CN(C)CCO[C@@H](c1ccc(Cl)cc1)c1ccccn1 | -3%[25.7 µM]
CC1=C(C(=O)OCc2ccccc2)C(c2cccc([N+](=O)[O-])c2)NC(=O)N1CCCCCC(=O)O (stereo not drawn) | 7%&-1%
O=C(CN1CCC(O)(c2cccc(F)c2)CC1)NCCc1c[nH]c2ccccc12 | -5%[57.5 µM]
CC(C)CC1NC(=O)N(CCCCN2C(=O)c3ccccc3C2=O)C1=O (stereo not drawn) | 2%
Cn1ncc2cc(NC(N)=S)ccc21 | 4%
Cc1ccc2cc(CCNC(=O)CC(C)C)c(=O)[nH]c2c1 | 2%
COc1ccc(OC)c(/C=C2/Sc3ccccc3C2=O)c1 | -5%
N#CN(Cc1ccccc1)Cc1ccccc1 | -12%[57.5 µM]
CC(C)C[C@H](NC(=O)c1nc[nH]c1C(=O)N1CCN(C(=O)OC(C)(C)C)CC1)C(=O)OC(C)(C)C | 9%[57.5 µM]
COc1ccc(/C=C(\NC(=O)c2ccc(OCC(C)C)cc2)C(=O)OCc2ccco2)cc1 | 7%
COc1cccc(C(=O)NCc2nnc(SCC(=O)Nc3nccs3)n2-c2cccc(C)c2)c1 | 0%
O=C(O)CCc1ccc(-c2cccs2)n1NC(=O)c1cccs1 | -8%
O=C(/C=C/c1ccccc1)NCC(=O)N/N=C/c1ccccc1[N+](=O)[O-] | 3%
COc1ccccc1CN1CCC2(CC1)CCN(C(=O)c1c(C)noc1C)CC2 | -4%
CCc1cc2c(c(CC)n1)CCC(=O)N2Cc1ccc(-c2ccccc2-c2nn[nH]n2)cc1 | 7%

Sorted by molecular weight (ascending): part of the list above
SMILES | ERK EGF inh
O=C1CCCN1CCCNC(=S)Nc1ccc(Cl)cc1Cl | -5%
CN(C)S(=O)(=O)N1CCCC(C(=O)c2ccc(-c3ccccc3)cc2)C1 (stereo not drawn) | -3%
Cc1nonc1OCC(C)(COc1nonc1C)NC(=O)c1ccc(Cl)cc1 | 8%
CC1=NN(c2ccc(C)cc2C)C(=O)C1C(c1cccc(O)c1)C1C(=O)N(c2ccc(C)cc2C)N=C1C (stereo not drawn) | 6%

Carrying on:
SMILES | ERK EGF inh
Cn1c(=O)[nH]c(=O)c2c1nc(N1CCCCCC1)n2CCCSc1nnnn1-c1ccccc1 | 0%
CC1=CC2C(C(C)C)CCC(C)(O)C2CC1 (stereo not drawn) | 6%
C#CCOc1ccccc1C(N)=O | 7%[57.5 µM]
C/C(=N\NC(=O)COc1cc(C)cc(C)c1)c1ccc(N2CCOCC2)cc1 | 4%
Cc1nnc(SCc2ccccc2Cl)n(N)c1=O | 3%
CN(C)CCC1c2ccc(Cl)cc2CCc2cccnc21 (stereo not drawn) (tested in a mixture with another compound) | 4%[57.5 µM]
CC(C)(C)NC(=O)CSc1nnc(-c2ccccn2)n1Cc1ccccc1 | -1%[57.5 µM]
COc1cc(/C=N\NC(=O)CC(=O)NCCc2ccccc2)ccc1O | -2%
CC1CCCN(c2nc(-c3cccnc3)nc3scc(-c4ccccc4)c23)C1 (stereo not drawn) | -2%
O=C(Cn1cncn1)N/N=C/c1ccc(Cl)cc1 | -7%
Cc1[nH]nc2c1C(CC(C)C)C(C#N)=C(N)O2 (stereo not drawn) | -2%[57.5 µM]
COc1ccc(-c2csc(Nc3ccccc3)n2)cc1 | 1%
CN(C)C(=S)Nn1c(-c2ccccc2)nc2ccccc2c1=O | -7%
COc1ccc(C)cc1NC(=O)CCS(=O)(=O)c1ccc2c(c1)CCN2C(C)=O | -3%
O=C(CSc1n[nH]c(-c2ccccc2)n1)Nc1ccc(N2CCOCC2)cc1 | -7%
